Assay outcomes: PubChem, several laboratories
Pf gametocyte = inhibitors of late stage P. falciparum gametocyte viability | 0.065% of 150,000 active | P. falciparum stage V gametocytes, ATP luminescence, 24 h | inhibition, % at 10.9 µM | AID 743093;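 active means inhibition above the mean plus 3 SD of compounds within the control limits, set per campaign, cut at about 38% in these data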;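 further: 0% = DMSO wells and 100% = medium only without gametocytes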
Cdc42 wt GTP = human Cdc42 wildtype GTP binding change, either direction; GST-Cdc42 beads, Bodipy-GTP binding, flow cytometry; actives lie on both sides; percent activity (GTP binding), % at 10 µM; P60953; 0.2% of 190,000 active; AID 761;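 active means percent activity GTP binding at least 20 points away from the 100% baseline, either down as inhibitor or up as activator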;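 further: median bead fluorescence of bound Bodipy-FL-GTP at 100 nM; 0% = excess unlabeled GTP control and 100% = no compound control; below 100% means less GTP binding so inhibitor and above means activator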
Target sequence (P60953 whole entry, looked up): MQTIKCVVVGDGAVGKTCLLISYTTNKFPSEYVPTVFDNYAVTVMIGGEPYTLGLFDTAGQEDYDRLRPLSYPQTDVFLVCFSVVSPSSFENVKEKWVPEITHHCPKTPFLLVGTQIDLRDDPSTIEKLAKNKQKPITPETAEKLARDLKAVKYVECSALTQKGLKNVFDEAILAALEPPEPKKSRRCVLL
Rac1 act GTP bind = alters GTP binding to activated mutant human Rac1. percent activity (GTP binding), % at 10 µM. P63000. AID 764. GST-Rac1 activated beads, fluorescent GTP binding, flow cytometry; actives lie on both sides; 100% means binding = to untreated wells. 0.11% of 190,000 active;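 active means GTP binding at least 20 percentage points away from the 100% baseline, in either direction, so actives lie on both sides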
Rac1 wt modul = human Rac1 wildtype GTP binding, inhibitors and activators; P63000; GST-Rac1 beads, fluorescent GTP binding, flow cytometry; actives lie on both sides; 0 = cold GTP competed, 100 = untreated; GTP binding activity (% of control), % at 10 µM; 0.27% of 190,000 active; AID 757;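 active means GTP binding activity at least 20 points away from the 100% control level, either lower or higher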
Rab7 wt modul = alters GTP binding to wildtype dog Rab7. GST-Rab7 beads, fluorescent GTP binding, flow cytometry; actives lie on both sides; untreated = 100%, excess cold GTP = 0%. GTP binding activity (percent of control), % at 10 µM. AID 758. 0.055% of 190,000 active;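 active means fluorescent GTP binding to Rab7 beads changed by at least 20 points from the 100% baseline, either direction, mostly lower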;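 further: median green fluorescence of bound Bodipy-FL-GTP per Rab7 bead population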
Rab2A wt mod = changes GTP binding to wildtype dog Rab2A, up or down; P61105; GST-Rab2 wt beads, Bodipy-GTP binding, flow cytometry; GTP binding activity, % at 10 µM; 0.19% of 190,000 active;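 active means GTP binding activity at least 20 points away from 100%, either lowered or raised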;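 further: 0% = beads with excess unlabeled GTP and 100% = no-compound control corrected for plate trend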
Mcl1-Bid inh = disrupts binding of human Mcl-1 to Bid peptide | TR-FRET Mcl-1/Bid-Dy647 peptide binding, 1536-well | inhibition, % at 21.7 µM | 0.97% of 220,000 active;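 active means compounds that cut the binding signal by more than half at the single screening dose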;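 further: His-tagged Mcl-1 with europium anti-His antibody binding Bid BH3 peptide; 0% = Mcl-1 plus peptide wells and 100% = peptide-only wells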
Target sequence (Q07820 whole entry, looked up): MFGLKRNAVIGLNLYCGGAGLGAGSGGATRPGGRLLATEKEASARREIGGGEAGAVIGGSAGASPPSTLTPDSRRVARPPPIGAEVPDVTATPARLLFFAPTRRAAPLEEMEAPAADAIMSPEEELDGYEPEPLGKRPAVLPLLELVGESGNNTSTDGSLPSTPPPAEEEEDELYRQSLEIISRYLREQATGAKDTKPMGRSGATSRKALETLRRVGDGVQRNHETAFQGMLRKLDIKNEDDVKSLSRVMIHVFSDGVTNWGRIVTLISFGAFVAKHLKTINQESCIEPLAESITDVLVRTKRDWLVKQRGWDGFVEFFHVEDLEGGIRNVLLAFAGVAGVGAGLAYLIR
Avidin bead fluor = compound fluoresces at 488/530 nm on avidin beads | compound fluorescence 488/530 nm, flow cytometry; stronger effect = higher value | fluorescence (KMESF) at 10 µM | 0.38% of 220,000 active; in the data active means fluorescence above about 47; further: inactives centre near 10
GSH fluor = compound fluoresces at 488/530 nm on GSH beads; GSH beads flow cytometry, compound fluorescence 488/530 nm; stronger effect = higher value; fluorescence (KMESF) at 10 µM; 0.25% of 190,000 active; in the data active means fluorescence above about 89;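 further: glutathione beads carrying GST-tagged Bcl family fusion proteins plus one bare bead set; values are compound well signal with DMSO vehicle wells as background; inactives centre near 16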
HRas wt GTP = changes GTP binding to wildtype human HRas | GTP binding activity, % at 10 µM | 0.14% of 190,000 active | GST-Ras wt beads, Bodipy-FL-GTP binding, flow cytometry; actives lie on both sides | AID 759;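 active means GTP binding activity at least 20% away from the 100% baseline, either lowered as inhibitor or raised as activator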;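 further: 0% = unlabeled GTP competition control and 100% = no-compound control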
Target sequence (P01112 whole entry, looked up): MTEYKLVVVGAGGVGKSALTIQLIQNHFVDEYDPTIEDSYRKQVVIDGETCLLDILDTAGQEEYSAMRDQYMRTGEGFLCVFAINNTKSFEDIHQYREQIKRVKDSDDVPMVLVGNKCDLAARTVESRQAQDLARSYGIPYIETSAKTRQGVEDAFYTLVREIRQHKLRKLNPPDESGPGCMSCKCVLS
Mcl1-Noxa inh = Mcl-1/Noxa interaction inhibition; Q07820; TR-FRET Mcl-1/Noxa peptide binding, 2 h; inhibition, % at 21.7 µM; 1.5% of 220,000 active; AID 1022;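 active means compounds that cut the protein-peptide binding signal by more than 50% relative to plate controls in a single-dose test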;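 further: His-tagged Mcl-1 with rhodamine Noxa BH3 peptide and terbium anti-His antibody; 0% = Mcl-1 plus Noxa peptide wells and 100% = peptide-only wells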
* = called active by the depositor; . = no result given.

SMILES	Pf gametocyte	Cdc42 wt GTP	Rac1 act GTP bind	Rac1 wt modul	Rab7 wt modul	Rab2A wt mod	Mcl1-Bid inh	Avidin bead fluor	GSH fluor	HRas wt GTP	Mcl1-Noxa inh
COc1ccc(/C=N/NC(=O)c2ccc(-c3ccccc3)cc2)cc1O	-55.9	103.0	98.0	104.0	99.0	100.0	-5.2	3	6	102.0	40.2
CCOC(=O)c1cc2sccc2n1CC(=O)O	-5.8	99.0	94.0	100.0	95.0	97.0	-19.7	9	35	97.0	7.4
Cc1cc(C(=O)NCc2ccc(C(=O)O)o2)c(C)o1	.	101.0	96.0	100.0	94.0	102.0	-41.2	14	21	100.0	9.5
O=C(Cn1cnc2c(oc3ccccc32)c1=O)c1ccccc1	21.9	98.0	95.0	98.0	96.0	97.0	-21.7	8	46	96.0	-11.4
CC(C)(C)c1ccc(C(=O)NC(=S)Nc2nc3c(s2)CCCC3)cc1	-1.4	92.0	96.0	100.0	93.0	97.0	-53.8	12	7	97.0	-0.7
CCOC(=O)N1CCC(N2Cc3cccc(C(=O)N4CCN(c5cccc(Cl)c5)CC4)c3C2=O)CC1	.	97.0	97.0	100.0	98.0	98.0	-33.6	9	25	97.0	24.7
Cc1cc(NC(=O)CSc2nnc(C3CC3)n2N)c([N+](=O)[O-])cc1C	-11.5	96.0	96.0	100.0	107.0	99.0	-18.6	11	17	99.0	10.2
O=C1CC(c2ccccc2)Cc2nc(N3CCc4ccccc4C3)ncc21 (stereo not given)	8.0	95.0	96.0	95.0	98.0	96.0	-6.3	12	26	96.0	12.2
COC(=O)c1ccc(CSc2nnnn2Cc2ccccc2)cc1	-14.8	107.0	103.0	112.0	107.0	105.0	-9.2	9	9	107.0	-4.5
O=C(/C=C/c1ccc(F)cc1)NCCc1ccc2c(c1)OCCO2	11.8	104.0	98.0	101.0	94.0	94.0	-11.0	10	10	94.0	9.9
O=C(O)c1ccc(NC(=S)NC(=O)c2ccc(-c3ccccc3)cc2)cc1	-4.4	92.0	90.0	95.0	99.0	96.0	-40.5	13	11	94.0	13.2
COc1ccc(C2CC(c3ccc(Br)cc3)Nc3nc(N)nn32)cc1 (stereo not given)	6.0	103.0	99.0	99.0	96.0	107.0	-54.4	13	20	102.0	-9.1
CC(=O)Nc1nc(-c2ccc3c(c2)CCO3)cs1	-34.4	97.0	96.0	97.0	104.0	97.0	-41.2	9	14	97.0	6.9
S=C1NCCOCCOCCOCCNC(=S)NCCOCCOCCOCCN1	.	100.0	100.0	102.0	99.0	99.0	-38.0	4	29	98.0	9.2
CCN(CC)CCP(=O)(c1ccccc1)c1ccccc1	.	105.0	101.0	105.0	101.0	100.0	0.1	10	32	101.0	2.8
O=C(NCc1cn2ccsc2n1)c1c(F)cccc1Cl	.	99.0	99.0	101.0	97.0	99.0	-16.8	9	12	99.0	-7.2
Cc1ccc(NC(=O)c2cc(S(=O)(=O)c3ccccc3)ccc2Cl)cc1	.	95.0	96.0	94.0	96.0	95.0	-0.7	9	42	97.0	8.8
Cc1c(Cl)cccc1NC(=S)NCc1cccs1	-7.0	99.0	100.0	102.0	99.0	100.0	-56.9	3	6	101.0	18.6
O=C(CNc1ccccc1F)N/N=C/C1CC=CCC1 (stereo not given)	-8.5	95.0	97.0	98.0	102.0	98.0	-35.8	25	27	98.0	49.1
COc1ccc(C(CNC(=O)CCOc2ccccc2)N(C)C)cc1 (stereo not given)	13.9	102.0	100.0	103.0	100.0	100.0	-0.3	4	34	100.0	15.5
CNC(=S)N1CCN(c2ccc(Cl)c(Cl)c2)CC1	4.2	95.0	95.0	97.0	96.0	94.0	-20.5	11	10	96.0	9.1
N#Cc1c(C(F)(F)F)cc(-c2ccc(F)cc2)[nH]c1=O	-20.3	83.0	83.0	81.0	85.0	83.0	-0.5	6	10	83.0	16.8
CC(C)C(C(=O)Nc1nccs1)c1ccc(Cl)cc1 (stereo not given)	8.7	95.0	94.0	99.0	95.0	95.0	4.4	12	15	95.0	14.5
COc1cc2c(cc1NC(=O)C1CCCO1)oc1ccccc12 (stereo not given)	9.5	99.0	94.0	96.0	92.0	94.0	-1.4	37	13	98.0	5.9
CCOc1cc(NC(=S)NCc2ccco2)c(OCC)cc1NC(=O)CC(C)C	-6.8	104.0	98.0	105.0	100.0	100.0	-27.3	21	11	101.0	-1.1
O=C(NNS(=O)(=O)c1ccccc1[N+](=O)[O-])c1ccc(F)cc1	-2.7	94.0	95.0	98.0	103.0	99.0	-7.6	10	53	97.0	5.9
Cc1cc(C)nc(NS(=O)(=O)c2ccc(NC(=O)C3(c4ccc([N+](=O)[O-])cc4)CCCC3)cc2)n1	11.8	103.0	98.0	103.0	98.0	97.0	-21.3	22	10	98.0	3.5
O=C(Cc1csc(N2CCOCC2)n1)N/N=C/c1ccc(O)c(O)c1O	-17.5	91.0	91.0	94.0	104.0	94.0	-40.4	5	12	94.0	84.8*
CC(C)CC(=O)Nc1cccc(-c2cn3ccsc3n2)c1	-2.6	100.0	97.0	102.0	100.0	100.0	-21.2	33	20	100.0	0.2
CC(C)CCNC(=O)NC(=O)CSc1ncccn1	0.9	97.0	95.0	100.0	99.0	95.0	3.1	12	14	96.0	5.2
CCc1cc2cc(C(=O)Nc3ccc(F)cc3)sc2s1	.	100.0	98.0	104.0	93.0	101.0	-17.3	7	15	104.0	-159.4
O=C(CCNS(=O)(=O)c1ccc(Cl)cc1)NCc1cccs1	12.4	100.0	97.0	100.0	97.0	98.0	-13.9	11	16	98.0	-15.3
C=CCn1cnc2c(c1=O)c1nc3ccccc3nc1n2-c1ccc(C)cc1	.	98.0	98.0	102.0	99.0	99.0	3.6	21	19	98.0	13.2
O=C(NC(NC(=S)Nc1ccccc1O)C(Cl)(Cl)Cl)c1ccco1 (stereo not given)	-14.4	100.0	98.0	102.0	101.0	100.0	-26.7	18	17	100.0	11.2
Cc1ccc(N2CCN(c3ccc(C)cc3)C2c2cccnc2)cc1	-12.1	101.0	100.0	103.0	98.0	98.0	-20.4	5	38	100.0	-2.2
O=C(/C=C/c1cccc([N+](=O)[O-])c1)NCCSCc1ccc(Cl)cc1	12.5	97.0	95.0	97.0	96.0	95.0	-5.7	12	12	98.0	17.5
CCOc1ccccc1N1CCN(S(=O)(=O)c2ccc3c4c(cccc24)C(=O)N3)CC1	2.6	100.0	100.0	104.0	97.0	99.0	-7.3	13	35	99.0	18.5
CCOCCCn1c(=S)[nH]c2cc(C(=O)N3CCN(C)CC3)ccc2c1=O	-16.3	103.0	99.0	100.0	95.0	104.0	-50.0	15	66	103.0	25.4
CCn1c(CSc2nc(C)cs2)nc2cc(S(=O)(=O)N(C)C)ccc21	.	100.0	98.0	102.0	102.0	99.0	-9.2	14	28	99.0	22.5
C=CCn1c2ccccc2c2nnc(SCC(=O)OCN3C(=O)c4ccccc4C3=O)nc21	.	99.0	99.0	105.0	102.0	101.0	-9.9	6	25	104.0	10.3
CN(C)c1ccc(C2N3CC4(C)CN2CC(C)(C3)C4O)cc1 (stereo not given)	.	107.0	101.0	106.0	101.0	101.0	-38.9	24	15	102.0	8.2
COc1ccc(C(=O)Nc2nnc(-c3ccccc3)o2)cc1OC	-6.0	100.0	98.0	106.0	103.0	100.0	-39.6	8	15	100.0	-8.3
COCCN(CCOC)C(=O)CCn1c(=O)oc2ccccc21	.	103.0	97.0	100.0	99.0	100.0	-3.4	27	20	97.0	15.1
Cc1ccc(C2C(C(=O)c3cccs3)=C(O)C(=O)N2c2nnc(C)s2)cc1 (stereo not given)	.	94.0	94.0	99.0	107.0	100.0	-13.5	25	60	100.0	15.1
CCOC(=O)c1sc2nc(CC(=O)OC)nc(N(C)CCc3ccccn3)c2c1C	-20.1	99.0	94.0	98.0	92.0	98.0	-20.6	9	16	97.0	6.5
COC(=O)C1CCN(c2cnccn2)CC1	3.9	93.0	94.0	94.0	98.0	96.0	-17.8	3	10	94.0	-3.3
O=C(Nc1ccccc1NS(=O)(=O)c1ccc(F)cc1)C1CCCC1	-26.9	96.0	93.0	99.0	104.0	99.0	-5.8	10	16	100.0	12.7
N/C(=N\S(=O)(=O)c1ccccc1)c1ccc([N+](=O)[O-])cc1	1.9	103.0	101.0	105.0	100.0	101.0	1.6	6	8	101.0	-0.9
CSc1nnc(-c2ccc(S(=O)(=O)N3CCCC3)cc2)n1C	.	105.0	101.0	104.0	98.0	102.0	-20.4	11	25	101.0	-5.0
COc1ccc(OCC(O)Cn2ccnc2C)cc1 (stereo not given)	.	101.0	101.0	106.0	104.0	102.0	-14.2	8	18	102.0	-1.2
CC(Sc1nnc(-c2ccc(Cl)cc2)n1C)C(N)=O (stereo not given)	.	99.0	99.0	100.0	98.0	98.0	-22.8	15	35	97.0	2.2
N#Cc1nc(Cc2cccc3ccccc23)oc1N1CCC(C(N)=O)CC1	.	103.0	99.0	104.0	99.0	99.0	-18.5	11	25	101.0	8.5
COc1ccc(OC)c(S(=O)(=O)N2CCCc3ccccc32)c1	.	102.0	98.0	98.0	96.0	99.0	2.3	8	26	100.0	-10.0
CC(CNc1ccc([N+](=O)[O-])c2cccnc12)Nc1c([N+](=O)[O-])cc(C(F)(F)F)cc1[N+](=O)[O-] (stereo not given)	1.0	101.0	98.0	104.0	100.0	97.0	-5.0	15	11	99.0	17.0
CC1(C)CC(=O)c2cc(OCC(=O)O)ccc2O1	.	102.0	100.0	100.0	102.0	102.0	7.1	28	12	100.0	10.9
CNC(=O)Cc1csc2ccc(Cl)cc12	7.4	98.0	100.0	101.0	98.0	98.0	-10.9	22	24	96.0	7.3
N#Cc1ccc(/C=N/N=C(N)N)cc1	.	102.0	99.0	100.0	100.0	98.0	-18.4	112*	35	100.0	-7.3
O=C(/C=C/c1ccccc1)n1cnnc1SC/C=C/c1ccccc1	5.5	92.0	99.0	103.0	98.0	98.0	0.1	7	10	99.0	15.3
Cc1ccc(-n2nnnc2SCC(=O)NNC(=O)c2ccco2)cc1C	17.3	95.0	96.0	94.0	102.0	96.0	-31.9	8	14	96.0	29.1
Cc1ccc(Nc2ccc3nonc3c2[N+](=O)[O-])cc1	8.3	105.0	102.0	101.0	101.0	102.0	-7.7	24	10	102.0	-10.5
